TAAR1 antagonist = human TAAR1 antagonism. Q96RJ0. CHO RD-HGA16 TAAR1, Fluo-8 calcium fluorescence, antagonist. inhibition, % at 3 µM. actives 1.5% (n = 360,000). AID 624466;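 active means inhibition above a per-plate cutoff, the mean inhibition of test compounds on that plate plus 3 SD, cut at about 49% in these data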;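 further: 0% = DMSO plus EC80 beta-PEA response and 100% = DMSO alone without agonist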
Target sequence (Q96RJ0 whole entry, looked up): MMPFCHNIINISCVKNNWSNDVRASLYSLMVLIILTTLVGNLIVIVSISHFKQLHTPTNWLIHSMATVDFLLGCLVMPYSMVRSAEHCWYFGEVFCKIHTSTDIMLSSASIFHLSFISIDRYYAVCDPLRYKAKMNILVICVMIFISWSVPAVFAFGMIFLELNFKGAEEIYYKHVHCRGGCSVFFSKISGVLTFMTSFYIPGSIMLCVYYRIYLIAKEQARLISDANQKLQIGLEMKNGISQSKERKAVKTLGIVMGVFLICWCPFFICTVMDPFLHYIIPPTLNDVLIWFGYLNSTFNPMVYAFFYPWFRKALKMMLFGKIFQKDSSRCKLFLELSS
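System: RD-HGA16 CHO cells with stable hTAAR1 and Gα16 | Probe or stimulus: EC80 β-phenethylamine stimulus | Dosing: 3 µM, single point | Times: Dye loading 75 min at 37 °C, then 30 min room temperature | Measured by: Fluo-8 calcium-sensitive fluorescence | Read-out basis: % inhibition of agonist calcium response | Replicates: n of 1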
CRFBP-R2 block = antagonists of CRF-binding protein/CRF-R2 receptor complex; actives 0.59% (n = 350,000); HEK293 CRF-R2/CRF-BP, CRF-induced calcium fluorescence; inhibition, % at 11.8 µM;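 active means inhibition of the ligand-induced calcium signal above about 50% at the single tested concentration, limit read from the data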
CHRM5 antagonist = blocks acetylcholine activation of human M5 receptor; P08912; CHO-hM5 cells, Fluo-8 calcium fluorescence, ACh EC80; inhibition, % at 3 µM; actives 0.59% (n = 360,000); AID 624040;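 active means inhibition above a per-plate cutoff, the mean of that plate's test compounds plus 3 SD, cut at about 27% in these data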;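 further: 0% = acetylcholine EC80 with DMSO and 100% = DMSO without agonist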
TAAR1 ag = agonists of human TAAR1; AID 624467; actives 0.99% (n = 360,000); Q96RJ0; activation, % at 3 µM; CHO RD-HGA16 TAAR1, Fluo-8 calcium fluorescence; vehicle wells 0%, saturating PEA agonist 100%;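 active means activation above the mean activation of all test compounds in the run plus 3 SD, cut at about 38% in these data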
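Test system: RD-HGA16 (CHO) cells co-expressing Gα16 and hTAAR1 / Benchmarks: DMSO vehicle as 0%, PEA at EC100 as 100% / Repeats: no replicates (n 1) / Measure: % activation from peak over basal fluorescence ratio, DMSO-to-PEA scaled / Timing: 17-24 h plating, Fluo-8 75 min 37 °C, 30 min RT / Technique: kinetic Fluo-8 calcium fluorescence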
M4 PAM = CHRM4 positive allosteric modulation. CHO-K1 hM4/Gqi5, Fluo-8 calcium fluorescence, ACh EC20; 0% = ACh EC20, 100% = maximal ACh. AID 624126. P08173. actives 0.4% (n = 360,000). activation, % at 3 µM;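 active means activation above its plate's cutoff, the mean activation of sample wells plus 3 SD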; further: some results filed as inactive read as strong as hits
Target sequence (P08173 whole entry, looked up): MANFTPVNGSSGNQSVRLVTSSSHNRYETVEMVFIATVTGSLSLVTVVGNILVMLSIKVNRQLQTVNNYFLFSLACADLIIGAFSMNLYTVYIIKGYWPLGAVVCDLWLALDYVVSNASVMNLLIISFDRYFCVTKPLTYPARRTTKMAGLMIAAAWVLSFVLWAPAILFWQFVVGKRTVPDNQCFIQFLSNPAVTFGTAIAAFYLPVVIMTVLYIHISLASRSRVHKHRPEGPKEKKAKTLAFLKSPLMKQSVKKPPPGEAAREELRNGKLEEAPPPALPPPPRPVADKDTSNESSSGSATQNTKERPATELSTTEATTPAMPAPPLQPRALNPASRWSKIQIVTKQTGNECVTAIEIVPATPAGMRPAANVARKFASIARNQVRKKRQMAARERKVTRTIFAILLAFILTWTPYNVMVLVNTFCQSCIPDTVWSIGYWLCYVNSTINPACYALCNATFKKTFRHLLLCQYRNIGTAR
CHO-K1 Ca PAM = M1 PAM counterscreen hit in parental CHO-K1 cells | ATP EC20, Fluo-8 calcium fluorescence; 0% at ATP EC20, 100% at ATP max | activation, % at 3 µM | actives 0.02% (n = 360,000) | AID 602247;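 active means activation above the run cutoff, the mean activation of all test compounds plus 3 SD, cut at about 40% in these data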;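 further: peak over basal fluorescence ratio in a 140 s read after ATP addition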
CRFBP-R2 agonist = CRF-BP/CRF-R2 complex agonism; HEK293 CRF-R2/CRF-BP, calcium dye fluorescence (FLIPR); percent of saturating CRF peptide response; activation, % at 13.2 µM; actives 0.46% (n = 350,000);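 active means activation of at least 50%, plus an integration ratio under a set limit after plate pattern correction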;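 further: plate controls were neutral control wells without compound for no effect and CRF at EC100 for full effect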
M5 ag = CHRM5 agonism in calcium assay; activation, % at 3 µM; P08912; actives 0.19% (n = 360,000); CHO-K1 hM5 cells, Fluo-8 calcium fluorescence; 0% DMSO wells, 100% maximal acetylcholine response; AID 624037;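 active means activation above the run's mean over test compounds plus 3 SD, cut at about 23% in these data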;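 further: signal is peak over basal fluorescence ratio across the kinetic read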
M5 PAM = positive allosteric modulators of human muscarinic M5 receptor | actives 0.3% (n = 360,000) | CHO-K1 hM5, Fluo-8 calcium, ACh EC20 PAM; 0% = ACh EC20, 100% = ACh EC100 | activation, % at 3 µM;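 active means activation above the run cutoff, the mean activation of all test compounds plus 3 SD, cut at about 18% in these data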
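system = human M5 receptor in CHO-K1 cells | reagent = EC20 acetylcholine as agonist stimulus | compound dosing = single-point, 3 µM nominal | incubation = Fluo-8 loading 80 min at 37 °C plus 30 min room temperature | detection = Fluo-8 calcium dye fluorescence, kinetic read | benchmarks = low control EC20 acetylcholine (0%), high control EC100 acetylcholine (100%)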
* marks the source's active call; other numbers are inactive results; / = no result given.

SMILES	TAAR1 antagonist	CRFBP-R2 block	CHRM5 antagonist	TAAR1 ag	M4 PAM	CHO-K1 Ca PAM	CRFBP-R2 agonist	M5 ag	M5 PAM
Cc1nn(C(CC(=O)O)C(=O)O)c(C)c1Br (stereo not drawn)	-4	30	-5	1	-1	3	-1.2	0	1
O=C(Nc1ccc2ccccc2c1)c1cc(F)c(F)cc1Cl	10	-4	-10	2	-5	2	2.5	-5	0
Cc1nonc1OCCN1CCN(c2ccc([N+](=O)[O-])cc2)CC1	3	12	9	2	-28	6	0.7	-1	-6
CC1CC(=O)C2=C(C1)Nc1ccccc1N=C2 (stereo not drawn)	12	-11	-8	9	0	0	-0.4	0	-4
Cc1ccc(CNC(=O)CN(C)C2=NS(=O)(=O)c3ccccc32)cc1	-12	-3	3	13	9	-17	1.0	0	-4
Cc1nnc(-c2ccccc2)c(=O)n1/N=C/c1c(O)ccc2ccccc12	20	-11	0	21	-8	-9	25	6	-1
CCCC(=O)N1CCCC(C(=O)c2cccc(OC(C)C)c2)C1 (stereo not drawn)	-11	4	0	10	8	12	0.3	0	2
CC(C)[C@H](NC(=O)OCc1ccccc1)C(=O)OCC(=O)Nc1ccc(N2CCOCC2)cc1	29	-4	10	3	1	3	1.0	6	-4
O=C(Nc1cccc2cccnc12)c1cccc2ccccc12	-11	-1	1	3	7	28	-0.3	1	-1
O=C1N=C(N2CCN(Cc3ccccc3)CC2)S/C1=C/c1cccs1	-17	-2	-2	0	-4	27	-5.0	3	4
COc1ccccc1CNC(=O)CN1C(=O)NC2(CCCc3ccccc32)C1=O (stereo not drawn)	12	3	7	0	0	-15	-0.7	0	-4
COc1ccc([N+](=O)[O-])cc1NC(=O)C(C)OC(=O)c1ccccn1 (stereo not drawn)	9	-4	1	6	2	13	-0.5	-2	-11
CCOc1cccc(-c2nnc3sc(C4CCCCC4)nn23)c1	0	-2	2	20	-5	5	-0.4	-5	-3
NNC(=O)c1ccc(Cn2cc(Br)cn2)o1	7	-4	3	11	0	6	-0.3	-1	-5
Cc1cccc(-c2nnc(SCC(=O)O)n2Cc2ccccc2)c1	-11	13	-4	-1	0	14	-1.4	1	-1
COC(=O)c1ccccc1S(=O)(=O)Oc1ccc(-c2ccc(C(=O)O)cc2)cc1	21	-3	-1	-1	4	10	0.7	-2	-3
CC(C)(C)NC(=O)C(c1ccccc1F)N(Cc1ccco1)C(=O)c1csnn1 (stereo not drawn)	12	2	-1	5	8	-3	-1.4	0	1
CCOc1ccc(C2NC(=O)c3ccccc3O2)cc1OCC (stereo not drawn)	2	2	-3	4	-2	-29	0.0	3	3
COc1ccc([C@H]2CC(=O)C=C(c3ccc4ncccc4c3)C2)cc1	28	-6	9	7	3	5	-4.1	2	-8
Cc1ccc(Oc2nn[nH]n2)cc1	18	8	-2	12	2	10	-1.8	-1	-1
O=C(N/N=C/c1ccc(N2CCOCC2)cc1)c1cccs1	19	3	-8	1	6	-7	0.6	-2	-2
COc1cccc(C(=O)NCC(=O)n2nc(C)cc2C)c1	12	1	3	3	-2	0	0.8	0	-5
CC(=O)c1cc2c(s1)-c1cc(F)ccc1OC2	-10	12	-1	-2	3	15	0.0	-9	3
COc1ccc(C(=O)OCC(=O)NC(=O)NCc2ccccc2)cc1[N+](=O)[O-]	-6	-14	18	10	3	-9	-2.2	3	-2
O=S(=O)(Nc1cnc2ccccc2c1)N1CCCCCC1	15	-4	0	10	5	21	-1.4	7	-6

2 compounds drawn at random from the list so far, as already listed:
SMILES	TAAR1 antagonist	CRFBP-R2 block	CHRM5 antagonist	TAAR1 ag	M4 PAM	CHO-K1 Ca PAM	CRFBP-R2 agonist	M5 ag	M5 PAM
Cc1ccc(Oc2nn[nH]n2)cc1	18	8	-2	12	2	10	-1.8	-1	-1
COC(=O)c1ccccc1S(=O)(=O)Oc1ccc(-c2ccc(C(=O)O)cc2)cc1	21	-3	-1	-1	4	10	0.7	-2	-3

The main list resumes, starting two compounds before the break.
SMILES	TAAR1 antagonist	CRFBP-R2 block	CHRM5 antagonist	TAAR1 ag	M4 PAM	CHO-K1 Ca PAM	CRFBP-R2 agonist	M5 ag	M5 PAM
COc1ccc(C(=O)OCC(=O)NC(=O)NCc2ccccc2)cc1[N+](=O)[O-]	-6	-14	18	10	3	-9	-2.2	3	-2
O=S(=O)(Nc1cnc2ccccc2c1)N1CCCCCC1	15	-4	0	10	5	21	-1.4	7	-6
Cc1cc(C)c2cc(C#N)c(NCCNC(=O)c3ccccc3)nc2c1	-31	/	-8	3	-6	/	/	0	8
COc1ccc(S(=O)(=O)N2CCCN(CCC(=O)Nc3cccc(C(F)(F)F)c3)CC2)cc1	19	-10	1	17	-8	-2	16	0	-12
COc1cccc(N2CCN(C(=O)c3cc4c(OC)c(OC)c(OC)cc4[nH]3)CC2)c1	10	17	1	-1	4	-6	-0.9	-4	-5
COc1ccccc1NS(=O)(=O)c1ccc(NC(=O)c2ccccn2)cc1	9	20	11	9	4	15	2.2	2	-6
Cc1cccc(C)c1-n1nnnc1C(c1ccnc2ccccc12)N1CCN(c2ccccc2F)CC1 (stereo not drawn)	-29	/	-4	0	5	3	/	-4	-7
CC(/C=N/NC(=O)c1n[nH]c2c1CCC2)=C\c1ccccc1	7	-49	-8	19	6	6	-0.3	-2	12
COc1ccc(NC(=O)/C(=C\c2ccc(F)cc2)NC(=O)c2ccco2)cc1	-16	1	9	5	0	-10	-2.1	0	-1
O=C1C=C(c2ccc(-c3ccccc3)c(F)c2)C[C@@H](c2ccc(F)cc2)C1	-1	-17	6	7	17	7	4.7	2	6
CC(=O)N1Cc2cc(C(=O)NCc3cccc(F)c3)nc(-c3cccc(C4=CCCC4)c3)c2[C@H]1CCO	-5	/	4	2	-3	5	/	2	-6
CCCCn1nc2cc(C(=O)NCC34CC5CC(CC(C5)C3)C4)ccc2c1OCC	19	15	12	-3	2	-11	-0.5	-6	7
COc1ccc([C@H]2CC(=O)C=C(c3cccc(CO)c3)C2)cc1	29	12	3	11	0	12	-1.7	2	-8
Cc1cc2ncn(CC(O)COC3CCCCC3)c2cc1C (stereo not drawn)	-6	-14	-3	1	14	17	-0.7	4	2
Cc1ccc(N(CC(O)Cn2c3ccccc3c3ccccc32)S(C)(=O)=O)cc1 (stereo not drawn)	44	-14	8	11	-4	12	-0.5	5	-2
O=C(O)c1ccc(NCCC2=CCCCC2)c([N+](=O)[O-])c1	-1	29	1	-1	1	16	-4.8	4	4
CCOc1ccccc1NC(=O)CN(c1ccc(OC)cc1)S(=O)(=O)c1c(C)[nH]c(=O)[nH]c1=O	-13	8	3	0	-5	2	-0.1	-4	-2
CSc1cccc(NC(=O)CSc2nnc(C)s2)c1	3	-5	-7	7	13	11	-0.5	2	8
N#CCN(C(=O)CSc1nnc(C2CC2)n1C1CC1)c1ccccc1	-4	10	-4	2	5	18	3.9	0	-1
CNC(=S)NC1CC2CCC(C1)N2Cc1ccccc1 (stereo not drawn)	-14	-6	3	6	-2	11	1.6	-5	-2
CCCCN(C)C(=O)c1ccc2c(c1)N(CC)C(=O)c1ccccc1S2=O (stereo not drawn)	-3	38	10	5	-3	-10	-1.6	-11	-9
CC(C)(C)c1ccc(OCCC(=O)Nc2ccc(N3CCOCC3)cc2N2CCOCC2)cc1	-10	-13	4	5	6	-11	1.2	0	-2
c1ccc2c(c1)OCCc1c-2[nH]c2ccccc12	-28	1	10	18	-3	17	1.4	-2	7
COc1ccc(C(CC(=O)N2CCCCC2)c2c(OC)cc(OC)c3ccc(=O)oc23)cc1 (stereo not drawn)	3	-7	8	7	0	4	-6.2	-8	-1
O=C1c2ccccc2C(=O)N1CCCc1cn(C[C@H]2CC[C@@H]([C@@H]3CC[C@H](Cn4cc(CCCN5C(=O)c6ccccc6C5=O)nn4)O3)O2)nn1	28	0	12	13	-8	-10	-1.8	0	-8
O=C(CN1CCN(c2ccc(O)cc2)CC1)Nc1ccc(SC(F)F)cc1	-17	-16	10	4	8	13	0.9	-1	-4
COc1ccc2c(c1)C(=O)C(=O)N2CC1COc2ccccc2O1 (stereo not drawn)	26	-19	11	-1	-4	-9	3.5	11	-1
New compounds follow
SMILES	TAAR1 antagonist	CRFBP-R2 block	CHRM5 antagonist	TAAR1 ag	M4 PAM	CHO-K1 Ca PAM	CRFBP-R2 agonist	M5 ag	M5 PAM
Cc1c(C)n2c(SCC(=O)N3CCN(c4ccccc4)CC3)nnc2[nH]c1=O	-10	6	1	0	2	15	-0.3	1	2
Cc1ccc(SCCC(=O)NCCSCc2ccco2)cc1	-7	-1	8	1	-2	12	-1.0	-9	-5
CCc1ccc(CNC(=O)C2CCN(c3nnc(C)c4c(C)n(-c5ccc(C)cc5)nc34)CC2)cc1	/	0	0	/	-5	0	-1.1	-5	1
Cc1ccc(C(=O)Nc2nnc(-c3ccncc3)o2)cc1	-8	8	-1	0	-1	17	-0.1	2	10
CC(C)CN(C(=O)c1cccs1)C1CCS(=O)(=O)C1 (stereo not drawn)	-37	-9	2	2	4	12	1.0	2	1
O=C(NCc1ccco1)c1ccccc1Nc1ccc(F)cc1	10	14	-1	5	7	16	3.8	-5	-6
Cc1c(O)c(CN2CCCC2)cc2c3c(c(=O)oc12)CCC3	-2	-16	9	-2	-6	8	24	-4	-6
CCn1nc(C)c(NS(=O)(=O)c2ccccc2)c1C	10	9	-1	13	4	15	-0.7	3	3
CNC(=S)N(CCc1ccc(OC)c(OC)c1)Cc1cc2c(C)cc(C)cc2[nH]c1=O	-14	-14	-4	1	8	11	0.1	-2	3
Cc1cc(NC(=O)c2ccco2)c(=O)n(Cc2cccc(C(F)(F)F)c2)c1	-8	3	8	-3	5	18	-1.9	-4	2
COc1cccc(S(=O)(=O)N(C)C[C@@H]2OCc3cnnn3CCCC(=O)N([C@H](C)CO)C[C@@H]2C)c1	0	8	0	6	3	11	-0.6	-2	1
COc1ccc(NC(=O)c2cccnc2NCCc2ccccc2)cc1	-18	-23	-4	8	-2	9	-0.8	-6	-5
CCC(Sc1nc2ccncc2[nH]1)C(=O)Nc1ccc(C)c(Cl)c1 (stereo not drawn)	-1	-22	1	17	-2	-2	0.5	13	-4
CCOC(=O)C1CCN(C(=O)CN(c2ccc(OC)cc2)S(=O)(=O)c2c(C)nn(C)c2C)CC1	-4	18	0	2	7	0	1.2	0	-2
CCCC(C)C(=O)NCc1ccc2c(c1)OCO2 (stereo not drawn)	-7	18	-2	5	1	21	-0.3	-2	1
COC(=O)c1ccc(CNC(=O)CNC(=O)c2sc3ccccc3c2Cl)cc1	-19	8	0	4	10	17	-1.0	1	4
COc1cc(C(=O)NC(=S)N(C)Cc2ccccc2)cc(OC)c1OC	6	11	-5	1	-1	17	1.3	1	1
O=C(COC(=O)c1ccc(Cl)c(S(=O)(=O)N2CCCCC2)c1)NCC1CCCO1 (stereo not drawn)	7	15	14	8	-2	8	1.7	1	-6

Rows were taken by chance, and some 4.2% of all compounds hit somewhere here.
